NSD2 block: inhibitors of human NSD2, primary screen, biochemical, plate reader, single point; inhibition, % at 12.5 µM; NSD2-SET H3K36me1 DELFIA fluorescence; AID 624260, 2012; actives 0.07% (n = 44,000); in the data active = inhibition above about 54%, passing the limit was not always enough; inconclusive = no clear call, values can overlap the other calls;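 note: inhibitors reduce the monomethyl H3K36 fluorescence signal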
Target sequence (O96028 whole entry, looked up): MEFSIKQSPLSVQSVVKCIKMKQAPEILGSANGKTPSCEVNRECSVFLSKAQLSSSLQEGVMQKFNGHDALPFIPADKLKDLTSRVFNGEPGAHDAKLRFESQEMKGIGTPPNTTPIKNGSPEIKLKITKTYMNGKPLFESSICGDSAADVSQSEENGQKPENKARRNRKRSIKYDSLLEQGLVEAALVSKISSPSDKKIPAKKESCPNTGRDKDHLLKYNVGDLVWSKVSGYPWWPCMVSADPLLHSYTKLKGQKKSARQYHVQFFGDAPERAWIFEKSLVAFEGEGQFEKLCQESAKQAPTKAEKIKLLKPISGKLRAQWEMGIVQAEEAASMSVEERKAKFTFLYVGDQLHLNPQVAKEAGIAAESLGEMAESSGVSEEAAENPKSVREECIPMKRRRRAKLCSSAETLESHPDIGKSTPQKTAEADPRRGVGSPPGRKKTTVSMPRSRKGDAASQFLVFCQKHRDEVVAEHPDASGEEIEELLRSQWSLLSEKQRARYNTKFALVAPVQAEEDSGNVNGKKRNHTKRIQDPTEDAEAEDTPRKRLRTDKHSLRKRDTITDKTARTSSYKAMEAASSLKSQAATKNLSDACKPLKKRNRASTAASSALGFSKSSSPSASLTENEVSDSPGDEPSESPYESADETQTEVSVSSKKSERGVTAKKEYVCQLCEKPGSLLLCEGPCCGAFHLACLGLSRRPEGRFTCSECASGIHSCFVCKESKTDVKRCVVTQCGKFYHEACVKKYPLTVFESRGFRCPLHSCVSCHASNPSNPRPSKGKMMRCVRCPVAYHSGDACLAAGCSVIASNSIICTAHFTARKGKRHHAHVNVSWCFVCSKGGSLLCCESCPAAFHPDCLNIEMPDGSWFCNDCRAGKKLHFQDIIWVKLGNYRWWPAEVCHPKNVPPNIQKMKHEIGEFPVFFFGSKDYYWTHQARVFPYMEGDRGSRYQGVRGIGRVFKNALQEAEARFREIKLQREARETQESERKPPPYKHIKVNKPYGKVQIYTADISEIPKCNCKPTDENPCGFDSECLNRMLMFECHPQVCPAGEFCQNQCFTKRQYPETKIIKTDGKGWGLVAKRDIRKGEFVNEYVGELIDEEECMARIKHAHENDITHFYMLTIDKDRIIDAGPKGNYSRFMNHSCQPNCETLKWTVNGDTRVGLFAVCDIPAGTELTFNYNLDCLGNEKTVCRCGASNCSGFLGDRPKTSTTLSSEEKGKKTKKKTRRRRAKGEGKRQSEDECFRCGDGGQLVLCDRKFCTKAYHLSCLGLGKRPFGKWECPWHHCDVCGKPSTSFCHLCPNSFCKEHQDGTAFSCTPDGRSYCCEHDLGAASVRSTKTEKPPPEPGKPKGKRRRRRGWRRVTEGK
Numbers without * were called inactive; u = inconclusive; & = joins results of further samples. This is a subset, so the mix of outcomes need not match the whole.

No. | Compound | NSD2 block
1 | Cc1noc(C)c1S(=O)(=O)Nc1ccc2c(c1)CC(=O)N([C@@H](C)CO)C[C@H](C)[C@@H](CN(C)CC1CC1)O2 | 0
2 | C[C@@H]1CN([C@H](C)CO)C(=O)c2cc(NS(=O)(=O)c3ccccc3)ccc2O[C@@H](C)CCCCO[C@@H]1CN(C)S(=O)(=O)c1ccc(Cl)cc1 | -6
3 | CCC(=O)N(C)C[C@H]1Oc2cc(C#C[C@H](C)O)ccc2S(=O)(=O)N([C@@H](C)CO)C[C@H]1C | 5
4 | C[C@H]1CN([C@@H](C)CO)C(=O)Cc2cc(NS(C)(=O)=O)ccc2O[C@@H]1CN(C)CC1CC1 | -1
5 | CNC[C@H]1Oc2ccc(NC(=O)Nc3ccccc3)cc2C(=O)N([C@@H](C)CO)C[C@H]1C | -4
6 | CC(C)CC#Cc1cnc2c(c1)C(=O)N([C@H](C)CO)C[C@H](C)[C@H](CN(C)CC1CCOCC1)O2 | 6
7 | COc1ccc(NC(=O)Nc2cccc3c2O[C@@H](CN(C)S(=O)(=O)c2ccc(OC)cc2)[C@H](C)CN([C@H](C)CO)C3=O)cc1 | 3
8 | C[C@@H]1CN([C@@H](C)CO)C(=O)c2cc(NC(=O)CCC(F)(F)F)ccc2O[C@@H]1CN(C)Cc1ccc(Oc2ccccc2)cc1 | -3
9 | Cc1ccc(S(=O)(=O)N(C)C[C@H]2OCCCC[C@H](C)Oc3ccc(NC(=O)Nc4ccc(F)cc4)cc3C(=O)N([C@H](C)CO)C[C@H]2C)cc1 | 4
10 | C[C@@H]1CCCCO[C@H](CN(C)C(=O)Cc2ccccc2)[C@@H](C)CN([C@H](C)CO)C(=O)c2cc(NC(=O)Cc3ccccc3)ccc2O1 | -2
11 | CNC[C@H]1Oc2ccc(NC(=O)C3CCCCC3)cc2C(=O)N([C@H](C)CO)C[C@@H]1C | 4
12 | COc1ccc(NC(=O)Nc2ccc3c(c2)C(=O)N([C@H](C)CO)C[C@@H](C)[C@@H](CN(C)C(=O)Nc2cccc4ccccc24)O3)cc1 | 0
13 | C[C@H](CO)N1C[C@H](C)[C@H](CN(C)S(=O)(=O)c2ccc(Cl)cc2)Oc2c(NC(=O)c3nc4ccccc4s3)cccc2C1=O | 3
14 | CNC[C@@H]1OCCCC[C@@H](C)Oc2ccc(NC(=O)Cc3ccccc3)cc2C(=O)N([C@@H](C)CO)C[C@H]1C | 6
15 | C[C@H]1CN([C@@H](C)CO)C(=O)Cc2cc(NC(=O)C3CCCCC3)ccc2O[C@@H]1CN(C)S(=O)(=O)c1cccs1 | 3
16 | C[C@H](NC(=O)C[C@H]1C=C[C@@H](NC(=O)Cc2ccccn2)[C@@H](CO)O1)c1ccccc1 | 3
17 | COC(=O)c1cn(CC(=O)Nc2ccon2)nn1 | -3
18 | C[C@@H]1CN([C@H](C)CO)C(=O)Cc2cc(NC(=O)NC3CCCCC3)ccc2O[C@@H]1CN(C)Cc1ccc(C(F)(F)F)cc1 | -10
19 | C[C@@H]1CN([C@H](C)CO)C(=O)c2cc(NS(=O)(=O)c3cn(C)cn3)ccc2O[C@@H]1CN(C)C(=O)Nc1ccc2c(c1)OCO2 | u
20 | C[C@@H]1CN([C@H](C)CO)C(=O)c2cc(-c3cccc(F)c3)cnc2O[C@H]1CN(C)C(=O)C1CCCCC1 | -1
21 | C[C@@H]1CN([C@H](C)CO)C(=O)c2cccc(NC(=O)Nc3ccc4c(c3)OCO4)c2O[C@@H]1CN(C)CC1CCCCC1 | 1
22 | Cc1ccc(S(=O)(=O)Nc2ccc3c(c2)C(=O)N([C@@H](C)CO)C[C@H](C)[C@H](CN(C)C(=O)Nc2c(C)noc2C)OCCCC[C@@H](C)O3)cc1 | -4
23 | O=C(C[C@@H]1C=C[C@@H](NC(=O)CN2CCOCC2)[C@@H](CO)O1)NCc1cccc(F)c1 | 16
24 | C[C@H](CO)N1C[C@H](C)[C@H](CN(C)C(=O)Nc2cccc3ccccc23)OCCCC[C@H](C)Oc2ccc(NC(=O)Nc3ccc4c(c3)OCO4)cc2C1=O | -3

Sorted by formula weight (smallest number first): some entries from above
No. | Compound | NSD2 block
11 | CNC[C@H]1Oc2ccc(NC(=O)C3CCCCC3)cc2C(=O)N([C@H](C)CO)C[C@@H]1C | 4
23 | O=C(C[C@@H]1C=C[C@@H](NC(=O)CN2CCOCC2)[C@@H](CO)O1)NCc1cccc(F)c1 | 16
4 | C[C@H]1CN([C@@H](C)CO)C(=O)Cc2cc(NS(C)(=O)=O)ccc2O[C@@H]1CN(C)CC1CC1 | -1
20 | C[C@@H]1CN([C@H](C)CO)C(=O)c2cc(-c3cccc(F)c3)cnc2O[C@H]1CN(C)C(=O)C1CCCCC1 | -1
19 | C[C@@H]1CN([C@H](C)CO)C(=O)c2cc(NS(=O)(=O)c3cn(C)cn3)ccc2O[C@@H]1CN(C)C(=O)Nc1ccc2c(c1)OCO2 | u
13 | C[C@H](CO)N1C[C@H](C)[C@H](CN(C)S(=O)(=O)c2ccc(Cl)cc2)Oc2c(NC(=O)c3nc4ccccc4s3)cccc2C1=O | 3
2 | C[C@@H]1CN([C@H](C)CO)C(=O)c2cc(NS(=O)(=O)c3ccccc3)ccc2O[C@@H](C)CCCCO[C@@H]1CN(C)S(=O)(=O)c1ccc(Cl)cc1 | -6

(next part)
No. | Compound | NSD2 block
25 | C[C@@H]1CCCCO[C@H](CN(C)C(=O)c2ccncc2)[C@H](C)CN([C@H](C)CO)C(=O)c2cc(NC(=O)C3CCCCC3)ccc2O1 | -1
26 | CCC(=O)N[C@H]1CC[C@@H](CC(=O)NCc2cc(F)cc(F)c2)O[C@@H]1CO | -5
27 | COc1ccccc1-c1cnc2c(c1)C(=O)N([C@@H](C)CO)C[C@@H](C)[C@H](CN(C)Cc1cccnc1)O2 | 6
28 | Cc1noc(C)c1NC(=O)Nc1ccc2c(c1)C(=O)N([C@H](C)CO)C[C@H](C)[C@H](CN(C)CC1CC1)OCCCC[C@H](C)O2 | 3
29 | C[C@H]1CCCCO[C@H](CN(C)C(=O)c2ccncc2)[C@@H](C)CN([C@@H](C)CO)C(=O)c2cc(NC(=O)CCC(F)(F)F)ccc2O1 | 5
30 | C[C@@H]1CCCCO[C@H](CN(C)C(=O)Nc2ccc(F)cc2)[C@@H](C)CN([C@H](C)CO)C(=O)c2cc(NS(=O)(=O)c3ccccc3)ccc2O1 | -19
31 | COc1ccc(-c2cnc3c(c2)C(=O)N([C@H](C)CO)C[C@H](C)[C@@H](CN(C)Cc2cccnc2)O3)cc1 | -3
32 | O=C(C[C@@H]1C=C[C@@H](NC(=O)Nc2ccccc2F)[C@@H](CO)O1)NCc1ccc(F)cc1 | 9
33 | C/C=C/c1ccc2c(c1)O[C@@H](CN(C)C(=O)Cc1ccccc1)[C@@H](C)CN([C@@H](C)CO)S2(=O)=O | 11
34 | C[C@@H]1CCCCO[C@@H](CN(C)S(=O)(=O)c2ccccc2)[C@H](C)CN([C@H](C)CO)C(=O)c2cc(N(C)C)ccc2O1 | 2
35 | C[C@@H]1CN([C@@H](C)CO)C(=O)Cc2cc(NC(=O)NC3CCCCC3)ccc2O[C@H]1CN(C)C(=O)Nc1ccc(C(F)(F)F)cc1 | -4
36 | COc1ccc(S(=O)(=O)Nc2ccc3c(c2)CC(=O)N([C@@H](C)CO)C[C@H](C)[C@H](CN(C)Cc2ccc(Cl)c(Cl)c2)O3)cc1 | -2
37 | NC(=S)Cc1c(Cl)sc2ccc(Cl)cc12 | -1
38 | COc1ccc(S(=O)(=O)Nc2ccc3c(c2)C(=O)N([C@@H](C)CO)C[C@H](C)[C@@H](CN(C)S(=O)(=O)c2ccc(Cl)cc2)OCCCC[C@@H](C)O3)cc1 | 2
39 | CC(C)=CCc1cc(O[C@@H]2O[C@H](CO)[C@@H](O)[C@H](O)[C@H]2O)cc(CC=C(C)C)c1C(O)C(=O)O (stereo partly drawn) | 61*
40 | Cc1ccccc1-c1cnc2c(c1)C(=O)N([C@@H](C)CO)C[C@H](C)[C@H](CN(C)Cc1ccncc1)O2 | -6
41 | C[C@H]1CN([C@@H](C)CO)C(=O)c2cc(NC(=O)Nc3ccc4c(c3)OCO4)ccc2O[C@H]1CN(C)Cc1ccncc1 | 1
42 | C[C@@H]1CN([C@H](C)CO)C(=O)Cc2cc(NS(=O)(=O)c3cccs3)ccc2O[C@@H]1CN(C)C(=O)Nc1cccc2ccccc12 | -1
43 | C[C@H]1CN([C@@H](C)CO)C(=O)c2cc(NC(=O)Nc3ccc4c(c3)OCO4)ccc2O[C@@H]1CN(C)Cc1ccc(Oc2ccccc2)cc1 | -3
44 | Cc1ccc(S(=O)(=O)Nc2ccc3c(c2)C(=O)N([C@@H](C)CO)C[C@H](C)[C@H](CN(C)C(=O)Nc2ccc(C(F)(F)F)cc2)OCCCC[C@H](C)O3)cc1 | 1
45 | C[C@@H]1CN([C@@H](C)CO)C(=O)CCCn2cc(nn2)CO[C@H]1CN(C)C(=O)CCCN(C)C | 2
46 | COc1ccc(C#Cc2ccc3c(c2)O[C@@H](CN(C)S(=O)(=O)c2ccccc2F)[C@H](C)CN([C@@H](C)CO)S3(=O)=O)cc1 | u
47 | C=CC[C@]1(C(=O)OC)N=C(c2ccc(OCCCO)cc2)O[C@H]1c1ccccc1CN=[N+]=[N-] | -5
48 | O=C(c1ccc2nsnc2c1)N(Cc1ccccn1)Cc1ccccn1 | 5
49 | C[C@@H]1CCCCO[C@H](CN(C)Cc2ccc(Cl)c(Cl)c2)[C@@H](C)CN([C@H](C)CO)C(=O)c2cc(NC(=O)Nc3ccccc3)ccc2O1 | -6
50 | Cc1sc2ncnc(SCC(=O)Nc3cc(C(F)(F)F)ccc3Cl)c2c1C | -4
51 | C[C@@H]1CN([C@@H](C)CO)C(=O)c2cc(C#CC3(O)CCCC3)cnc2O[C@@H]1CN(C)S(C)(=O)=O | 4
52 | COc1ccc(S(=O)(=O)N(C)C[C@H]2Oc3ccc(NS(=O)(=O)c4ccc(C)cc4)cc3CC(=O)N([C@@H](C)CO)C[C@@H]2C)cc1 | -2
53 | CC(C)NC(=O)N[C@H]1C=C[C@H](CC(=O)NCCCN(C)C)O[C@H]1CO | 1
54 | C[C@@H]1CN([C@H](C)CO)C(=O)c2cc(NS(=O)(=O)c3ccc(Cl)cc3)ccc2O[C@@H]1CN(C)Cc1ccc2c(c1)OCO2 | -4
55 | Cc1noc(C)c1S(=O)(=O)Nc1ccc2c(c1)C(=O)N([C@@H](C)CO)C[C@H](C)[C@@H](CN(C)C(=O)NC1CCCCC1)OCCCC[C@H](C)O2 | 2
56 | C[C@@H]1CCCCO[C@H](CN(C)S(=O)(=O)c2ccc(F)cc2)[C@@H](C)CN([C@@H](C)CO)C(=O)c2cc(NS(=O)(=O)c3ccccc3)ccc2O1 | -2
57 | OC(CN1CCNCC1)Cn1c2ccc(Br)cc2c2cc(Br)ccc21 (stereo not drawn) | 0
58 | Cc1noc(C)c1NC(=O)N(C)C[C@H]1Oc2ccc(NC(=O)Nc3ccccc3)cc2CC(=O)N([C@@H](C)CO)C[C@H]1C | 4
59 | C[C@H](CO)N1C[C@H](C)[C@@H](CN(C)C)Oc2ccc(NC(=O)Cc3ccccc3)cc2CC1=O | -8
60 | Cc1noc(C)c1S(=O)(=O)N(C)C[C@@H]1OCCCC[C@@H](C)Oc2ccc(NC(=O)C3CCCCC3)cc2C(=O)N([C@@H](C)CO)C[C@H]1C | -5
61 | C[C@H](CO)N1C[C@H](C)[C@@H](CN(C)S(=O)(=O)c2ccc(Cl)cc2)Oc2c(NC(=O)Nc3ccccc3)cccc2C1=O | 1
62 | C[C@@H]1CN([C@H](C)CO)C(=O)Cc2cc(NC(=O)C3CC3)ccc2O[C@@H]1CN(C)C(=O)Nc1ccc2c(c1)OCO2 | -2
63 | CNC[C@H]1Oc2cc(Br)ccc2S(=O)(=O)N([C@@H](C)CO)C[C@@H]1C | 0
64 | C[C@@H]1CN([C@@H](C)CO)C(=O)c2cc(-c3cncnc3)cnc2O[C@@H]1CN(C)C(=O)Cc1cccnc1 | 4
65 | COc1ccc(S(=O)(=O)N(C)C[C@H]2OCCCC[C@H](C)Oc3ccc(NC(=O)Nc4ccc(C(F)(F)F)cc4)cc3C(=O)N([C@@H](C)CO)C[C@H]2C)cc1 | -6
66 | C[C@H]1CN([C@@H](C)CO)C(=O)c2cc(NS(=O)(=O)c3ccc(Cl)cc3)ccc2O[C@H]1CN(C)C(=O)Nc1ccc(C(F)(F)F)cc1 | -7
67 | C[C@@H]1CCCCO[C@@H](CN(C)Cc2ccncc2)[C@@H](C)CN([C@H](C)CO)C(=O)c2cc(NS(=O)(=O)c3cccs3)ccc2O1 | 6
68 | COc1ccc(NC(=O)Nc2ccc3c(c2)C(=O)N([C@H](C)CO)C[C@@H](C)[C@H](CN(C)Cc2ccc(C(=O)O)cc2)O3)cc1 | 1
69 | C[C@@H]1CN([C@@H](C)CO)C(=O)c2cc(NC(=O)CCCCCC(=O)Nc3ccccc3N)ccc2O[C@H]1CN(C)C | 2
70 | Cc1noc(C)c1NC(=O)Nc1ccc2c(c1)CC(=O)N([C@@H](C)CO)C[C@H](C)[C@@H](CN(C)S(=O)(=O)c1c(C)noc1C)O2 | -5
71 | CCCC#Cc1ccc2c(c1)O[C@H](CN(C)C(=O)c1ccncc1)[C@@H](C)CN([C@@H](C)CO)S2(=O)=O | 10
72 | COCC#Cc1cnc2c(c1)C(=O)N([C@H](C)CO)C[C@H](C)[C@@H](CN(C)C(=O)C1CCOCC1)O2 | 4
73 | COc1ccc(-c2cnc3c(c2)C(=O)N([C@H](C)CO)C[C@H](C)[C@H](CN(C)S(=O)(=O)c2ccc(OC)cc2)O3)cc1 | 5&6
74 | COc1ccc(NC(=O)N(C)C[C@@H]2OCCCC[C@@H](C)Oc3ccc(NC(=O)c4ccccc4)cc3C(=O)N([C@@H](C)CO)C[C@@H]2C)cc1 | 0
75 | O=c1cc(-c2ccccc2)oc2cccc(O)c12 | 1
76 | COc1ccc(CN(C)C[C@@H]2OCCCC[C@@H](C)Oc3ccc(N(C)C)cc3C(=O)N([C@@H](C)CO)C[C@H]2C)cc1 | -1
77 | CC(=O)[C@H]1CC[C@H]2[C@@H]3C=CC4=CC(=O)CC[C@@]4(C)[C@@H]3CC[C@]12C | -2
78 | C[C@H]1CCCCO[C@@H](CN(C)S(=O)(=O)c2cn(C)cn2)[C@@H](C)CN([C@@H](C)CO)C(=O)c2cc(NC(=O)NC3CCCCC3)ccc2O1 | 1
